Screening results as filed in PubChem.
GPR55 beta-arrestin: GPR55 agonists via beta-arrestin recruitment, primary screen, imaging, U2OS cells, beta-arrestin-GFP redistribution (AID 1961) | activation, % at 10 µM, or EC50 in µM where a hit was titrated | G-protein coupled receptor 55 (Homo sapiens) | U2OS GPR55 beta-arrestin-GFP redistribution imaging; higher % means a stronger effect | actives 0.048% (n = 290,000);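 active = activation above 40% with more than 50 cells counted in the well; inconclusive = wells holding fewer than 50 cells, flagged as toxic or sparse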;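 note: U2OS osteosarcoma cells stably expressing GPR55 and beta-arrestin-GFP; plate controls were DMSO negative control for no effect and LPI positive control for full effect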
GPR35 arrestin U2OS: GPR35 antagonists blocking zaprinast-driven arrestin recruitment, primary screen, imaging, U2OS, beta-arrestin-GFP, zaprinast agonist (AID 2058). actives 0.052% (n = 290,000). G-protein coupled receptor 35 (Homo sapiens). inhibition, % at 10 µM; hits with a dose series show IC50 in µM. U2OS GPR35 beta-arrestin-GFP translocation imaging, zaprinast antagonism; higher % means a stronger effect;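 active = inhibition of at least 50% with at least 30 cells and total cytoplasm GFP at most 10,000,000; inconclusive = under 30 cells or total GFP of 10,000,000 plus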
T cell HTS: modulators of CD8 T cell-vesicle binding, primary screen, mouse 2C CD8+ T cells, flow cytometry; AID 2052, 2009; 2C CD8+ T cell-vesicle binding; stronger effect = lower value; actives 0.068% (n = 330,000); calls only at 7 µM;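 active = response, share of CD8 T cells binding vesicles, and their 90th percentile fluorescence all below set limits, cut at about 80% in these data, passing the limit was not always enough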
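Benchmarks: naked versus QL9-loaded vesicles / Assay system: purified 2C TCR transgenic mouse naive CD8+ T cells / Technique: high-throughput flow cytometry with anti-B7-1 and anti-CD8 staining / Timing: Cell–vesicle co-incubation 1.5 h at 37 °C, staining 20 min on ice / Read-out: percent CD8+ FL2 mean versus row control / Probe or stimulus: QL9-loaded Drosophila micro-vesicles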
West Nile antiviral: West Nile virus antiviral activity, cell-based, CPE readout (AID 1621); West Nile virus-infected cells, CPE inhibition; higher % means a stronger effect; CPE inhibition, % at 10 µM; hits with a dose series show IC50 in µM; actives 0.02% (n = 290,000); in the data active = a potency from the dose series; inconclusive = CPE inhibition mostly from about 3.7% at the one dose, without a potency; inactive = the rest, 99 in 100 with CPE inhibition below about 2.2%; note: strong numbers were not always called active
KOR beta-arrestin-1: KOR antagonists, beta-arrestin recruitment, cell-based, luminescence, uHTS (AID 1778); inhibition, % at 10 µM; hits with a dose series show IC50 in µM; Kappa-type opioid receptor (Homo sapiens); actives 0.091% (n = 290,000); KOR beta-arrestin recruitment, luminescence, antagonist mode; higher % means a stronger effect; in the data active = inhibition above about 50%; note: strong numbers were not always called active
GPR55 LPI antagonism: GPR55 antagonists blocking LPI-driven arrestin recruitment, primary screen, imaging, U2OS, beta-arrestin-GFP, LPI agonist (AID 2013). G-protein coupled receptor 55 (Homo sapiens). inhibition, % at 10 µM, or IC50 in µM where a hit was titrated. actives 0.13% (n = 290,000). U2OS GPR55 beta-arrestin-GFP translocation imaging, LPI antagonism; higher % means a stronger effect;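 active = spots per cell inhibited over 60%, with over 100 cells counted and total cytoplasm intensity under 500,000; inconclusive = wells with under 100 cells, flagged as likely toxic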;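 note: U2OS cells stably carrying GPR55 and arrestin-GFP stimulated by 5 µM LPI near EC80; imaged beta-arrestin-GFP aggregate spots per cell after agonist stimulation; plate controls were LPI-stimulated DMSO wells for no effect and DMSO wells without LPI for full effect; some results filed as inactive read as strong as hits; confirmed hits need IC50 under 10 µM and bright autofluorescent wells are also inconclusive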
PhoP inhibition: inhibitors of PhoP regulon expression, primary screen, Salmonella Typhimurium, GFP reporter (AID 1863) | S. Typhimurium PhoP-regulated promoter GFP reporter, 4 h; higher % means a stronger effect | actives 0.16% (n = 300,000) | inhibition, % at 50 µM; hits with a dose series show IC50 in µM;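 active = inhibition over 29.93%, a cutoff 3 SD above the screen mean, later confirmed by dose response; inconclusive = inhibition over 29.93% but no dose response follow-up; inactive = inhibition at most 29.93% or unconfirmed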;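 note: 0% = low Mg2+ inducing control and 100% = high Mg2+ repressing control; strong numbers were not always called active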
KOR beta-arrestin-2: KOR agonists, beta-arrestin recruitment, primary screen, cell-based, luminescence, uHTS (AID 1777); actives 0.02% (n = 280,000); activation, % at 10 µM; hits with a dose series show EC50 in µM; Kappa-type opioid receptor (Homo sapiens); KOR beta-arrestin recruitment, luminescence; higher % means a stronger effect; in the data active = activation above about 50%, passing the limit was not always enough; note: a part of the inactive calls stands beside numbers as strong as those of hits
NTR1 agonist: agonists of NTR1, primary screen, imaging, U2OS cells, beta-arrestin-GFP, high content (AID 493036) | Neurotensin receptor type 1 (Homo sapiens), P30989 | NTR1-U2OS beta-arrestin-GFP spot imaging, agonist mode | activation, % at 20 µM | actives 0.17% (n = 330,000);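 active = activation at or above 40% of the spot to cytoplasm intensity ratio, with at least 20 cells analyzed; inconclusive = wells under 20 cells, flagged as cytotoxic or low count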;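 note: 0% = DMSO without peptide and 100% = 100 nM NTR1 peptide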
Target sequence (P30989 whole entry, looked up): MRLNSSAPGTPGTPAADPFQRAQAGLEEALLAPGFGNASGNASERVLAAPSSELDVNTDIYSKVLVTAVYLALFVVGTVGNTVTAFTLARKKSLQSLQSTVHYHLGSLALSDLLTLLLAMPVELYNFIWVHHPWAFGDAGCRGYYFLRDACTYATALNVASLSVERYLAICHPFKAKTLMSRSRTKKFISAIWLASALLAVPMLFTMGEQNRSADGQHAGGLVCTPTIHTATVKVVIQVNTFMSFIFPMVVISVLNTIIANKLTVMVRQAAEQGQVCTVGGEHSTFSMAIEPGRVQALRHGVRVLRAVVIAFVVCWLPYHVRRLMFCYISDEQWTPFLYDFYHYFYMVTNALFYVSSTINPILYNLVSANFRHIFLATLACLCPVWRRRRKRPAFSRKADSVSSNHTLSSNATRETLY
T cell HTS vesicle-bound %: recorded beside T cell HTS, whose call it bears; double positive events, %; measured here: CD8+ vesicle-bound cell fraction;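 binding gate set so that unloaded-vesicle control wells show 10% double positive cells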
NTR1 agonist cell count 20 µM: further read-out of NTR1 agonist, marked with its call; cell count; measured here: cell count, cytotoxicity flag
* = called active by the depositor; i = inactive; ? = inconclusive; / = not tested or not shown; + = active, no number; [ ] = dose if it differs, or a comment.

SMILES	GPR55 beta-arrestin	GPR35 arrestin U2OS	T cell HTS	T cell HTS vesicle-bound %	West Nile antiviral	KOR beta-arrestin-1	GPR55 LPI antagonism	PhoP inhibition	KOR beta-arrestin-2	NTR1 agonist	NTR1 agonist cell count 20 µM
N#CCCn1cc(/C=N/N=C2\NC(=O)C(CC(=O)O)S2)c(-c2ccc(F)cc2)n1 (centres undefined)	0.9%	-6%	i	40	0.0%	3%	4%	-9%	2.6%	-0.1	64
CC(=O)N(c1ccccc1C)C1CCCC1	-0.3%	11%	i	80	-0.1%	6%	-2%	4%	8.7%	5.2	77
O=C(NCC1CCN(Cc2cccc(Cl)c2)CC1)Nc1ccc(Cl)cc1	0.3%	-11%	i	37	-0.9%	-17%	12%	7%	-0.9%	3.3	82
CN(C)S(=O)(=O)N1CCC(Oc2ccc(C(=O)NCCc3cscn3)cc2)CC1	-0.1%	-8%	i	66	-0.8%	7%	4%	-5%	-1.7%	-1.0	55
COc1ccc(C(=O)C2CCCN(C(=O)C3=CCCC3)C2)cc1OC (centres undefined)	-0.1%	28%	i	3	-0.2%	-23%[20 µM]	5%	1%	/	-1.0	41
COCCNC(=S)Nc1cc(OC)c(OC)cc1C#N	-0.1%	-2%	/	/	-0.4%	-15%[20 µM]	-2%	-7%	2.4%	/	/
Cc1cc(C)cc(C(=O)N(NC(=O)Nc2ccc(Cl)cc2)C(C)(C)C)c1	-0.1%	-5%	i	13	0.0%	10%	1%	21%	-3.4%	4.0	45
COc1cccc2c1Oc1ncccc1N(C(=O)CCC(=O)NCc1cccc(C)c1)C2	-0.1%	2%	i	45	-0.1%	7%	6%	-5%	-0.8%	-0.5	50
COc1ccc2cc(CCNC(=O)c3cccc([N+](=O)[O-])c3)c(=O)[nH]c2c1	0.1%	-3%	i	45	-0.6%	-5%	-2%	8%	4.3%	0.2	82
Cc1ccc2c(Cl)cc(Cl)c(OCC(=O)N3CCCC3)c2n1	0.1%	10%	i	46	-0.4%	18%	6%	7%	-4.5%	1.4	60
CCC(C)N(C(=O)COC(=O)CCc1c[nH]c2ccccc12)C1CCS(=O)(=O)C1 (centres undefined)	-0.2%	22%	i	43	/	1%	0%	15%	2.3%	-1.2	50
NC(=O)CC(NC(=O)c1ccc(Br)cc1)c1ccc(NC2CCCCC2)c([N+](=O)[O-])c1 (centres undefined)	0.1%	9%	i	14	-0.5%	-25%[20 µM]	7%	-8%	-2.6%	0.9	104
Cc1ccc(NC(=S)N2CCC(N(C)CC3CCCO3)CC2)c(C)c1 (centres undefined)	0.2%	6%	i	8	-1.0%	-14%	5%	-10%	-8.9%	-0.5	73
O=C(CCN1C(=O)c2ccccc2C1=O)Nn1cnnc1	0.0%	1%	i	63	0.0%	-1%	8%	-7%	-2.1%	1.7	38
CC(N)c1ccc(Cl)cc1Cl (centres undefined)	-0.2%	7%	+	1.4*	-0.2%	-3%	3%	2%	-1.1%	1.3	58
CSc1ncc(CN2CCN(C3CCCCC3)C(CCO)C2)cn1 (centres undefined)	0.2%	1%	i	22	0.0%	2%[20 µM]	3%	/	3.2%	-0.8	51
CCOP(=O)(OCC)c1nc(-c2ccc(OC)cc2)oc1N1CCOCC1	-0.1%	-13%	i	34	0.3%	22%	-5%	/	-1.7%	-1.0	65
CC(C)CC(CCc1ccccc1)OS(N)(=O)=O (centres undefined)	-0.1%	-9%	i	37	0.1%	-25%[20 µM]	-5%	-10%	-1.1%	-1.2	96
CS(=O)(=O)Nc1ccc(C(=O)NCCSc2ccc(Cl)cc2)cc1	-0.2%	3%	i	50	0.2%	-7%	-3%	-4%	-0.3%	1.4	71
Cc1ccc(N(C(=O)CS(=O)CC(=O)Nc2ccc(F)cc2)C(C)C(=O)NC(C)(C)C)cc1 (centres undefined)	0.2%	-3%	i	26	-0.6%	-64%	-5%	5%	5.5%	0.6	33
Cn1c(Cn2c(=O)sc3ccccc32)nnc1SCc1cccnc1	-0.1%	5%	i	37	-0.4%	-13%	0%	13%	3.1%	2.5	36
COc1cccc(NC(=O)Cn2c3ccccc3c3nc4n(c(=O)c32)CCCS4)c1	-0.2%	12%	i	28	-0.2%	-22%	16%	-6%	-3.4%	0.8	59
COc1ccc(C(=O)Nc2ccc(C(=O)Nc3cccc(C)c3)cc2)cc1	0.3%	-1%	i	71	?	-21%	2%	-1%	3.2%	0.2	71
O=C(Nc1ccc(Cl)cc1)Nc1cccnc1	-0.1%	18%	i	12	-0.7%	18%	-14%	13%	-1.3%	1.0	41
O=C(c1cccc(F)c1)N1CCN(C(=O)C(c2ccccc2)c2ccccc2)CC1	0.6%	3%	i	17	-0.1%	16%	-2%	-3%	-1.4%	2.0	66
COc1ccc(N(CC(=O)NCc2ccc(Cl)cc2)S(=O)(=O)c2c(C)n[nH]c2C)cc1	-0.1%	12%	i	41	-0.7%	13%	2%	-9%	2.1%	1.7	60
O=C(c1ccsc1)N1CCCC(N2CCN(c3cccc(C(F)(F)F)c3)CC2)C1 (centres undefined)	-0.2%	-15%	i	68	-1.2%	1%	6%	2%	3.0%	0.5	71
COc1ccccc1N(CC(=O)NCc1ccccn1)S(C)(=O)=O	-0.1%	13%	i	29	0.6%	8%	3%	-6%	-7.8%	0.6	55
Cc1ccc(-c2nc(CS(=O)(=O)CC(=O)N3CCCCCC3)c(C)o2)cc1	-0.2%	-6%	i	15	-0.7%	18%	-5%	6%	-3.1%	0.9	49
O=C(NCc1csc2ccc(Cl)cc12)Nc1cccc2ccccc12	-0.2%	-6%	i	54	0.0%	38%	8%	-2%	-3.1%	1.4	54
Nc1nn(-c2ccccc2)c(N)c1N=Nc1ccccc1	-0.3%	-4%	i	38	-1.6%	-6%	-4%	21%	5.5%	0.3	64
CCOC(=O)c1cnc(SCc2cccc3ccccc23)nc1N	-0.2%	6%	i	34	-0.6%	10%	0%	6%	-1.5%	4.2	88
COc1ccccc1NC(=O)CSc1nnc(Cc2ccccc2)o1	-0.1%	5%	i	59	-0.1%	-27%	4%	-4%	4.7%	2.2	87
O=C1c2cc([N+](=O)[O-])ccc2-c2ncccc21	0.6%	2%	i	40	0.0%	13%	-6%	-9%	-3.7%	3.1	52
CCc1ccccc1NC(=S)N(Cc1ccco1)C(C)c1cccs1 (centres undefined)	0.9%	1%	i	26	-0.4%	5%	10%	4%	-3.3%	0.5	65
COc1cc(NC(=O)CCN2CCN(c3ccccc3F)CC2)cc(OC)c1	-0.2%	-4%	i	6	-0.6%	-6%	-5%	0%	4.2%	0.5	55
Cc1cc(Cl)c(S(=O)(=O)Nc2cc(S(=O)(=O)N3CCOCC3)ccc2F)cc1OCC(N)=O	-0.1%	13%	i	35	0.9%	-6%[20 µM]	17%	7%	-10%	-0.9	39
COc1ccc(S(=O)(=O)Nc2ccccc2-c2nc3ccccc3[nH]c2=O)cc1	-0.2%	-6%	i	19	-0.6%	-20%	2%	-7%	-0.8%	-2.6	53
COc1ccc(/C=N/Nc2ccc(C(=O)O)cc2)c(OC)c1OC	-0.1%	13%	i	63	0.5%	18%	-8%	0%	-3.5%	-0.2	41
O=C(CSc1nnnn1-c1ccc(F)cc1)NCc1cccs1	-0.1%	-12%	i	51	-0.5%	-35%[20 µM]	3%	2%	-5.6%	1.0	58
CCO[C@H]1OC(C(N)=O)=C[C@@H](c2ccccc2)[C@@H]1CCCO	-0.2%	6%	/	/	0.0%	6%	-4%	1%	-2.0%	-0.7	48
COc1ccc(NC(=S)N2CCN(C/C=C/c3ccccc3)CC2)cc1	-0.2%	2%	i	51	-0.5%	22%	4%	5%	1.3%	-2.2	84
COc1ccc(C2C(C#N)=C(N)Oc3c2ccc2cccnc32)cc1OC (centres undefined)	-0.1%	12%	i	32	?	-87%[20 µM]	-18%	-7%	/	1.7	46
O=C(Nc1nc2c(F)cccc2s1)c1ccc([N+](=O)[O-])o1	0.7%	0%	i	26	-1.2%	-33%[20 µM]	-4%	/	-1.2%	3.7	50
CCOC(=O)/C(C(=O)Nc1ccccc1Br)=C1/NC(C)(C)Cc2ccccc21	-0.4%	15%	i	2	-1.0%	-36%	7%	1%	-2.5%	0.3	84
Cc1cc(OC(C)C(=O)N2C[C@H]3C[C@@H](C2)c2cccc(=O)n2C3)c2c(C)c(C)c(=O)oc2c1 (some centres undefined)	-0.1%	2%	i	43	0.0%	-25%[20 µM]	7%	/	/	2.2	89
COc1ccccc1NC(=O)Cn1c(=O)sc2ccccc21	0.3%	-6%	i	32	-0.3%	-11%	6%	5%	2.5%	0.4	52
CCCOc1nc2ccccc2cc1/C=C/C(=O)O	-0.3%	0%	i	44	-0.6%	12%	8%	-4%	-2.2%	0.2	35
COc1ccc(-c2cc3ccccc3n2CC(O)CN2CCC(C)CC2)cc1 (centres undefined)	-0.3%	0%	i	51	-0.5%	13%	25%	1%	-6.4%	6.5	64
Cc1cccc(C)c1NC(=O)CC(NCc1ccco1)C(=O)O (centres undefined)	-0.1%	-6%	i	4	/	46%	-1%	12%	1.5%	-0.7	58
C[N+](C)(C)C[C@H](O)CC(=O)O	/	/	i	33	0.1%	/	/	1%	/	4.4	51
COC(=O)c1c(NC(=O)C2CCCCC2C(=O)O)sc2c1CCCCC2 (centres undefined)	-0.1%	7%	i	39	0.0%	-46%[20 µM]	-1%	4%	-1.8%	0.1	38
